Screens: PubChem, several laboratories
ADAM10 inh: human ADAM10 inhibitors, primary screen, biochemical, QFRET, HTS. recombinant ADAM10, EDANS/DABCYL FRET peptide cleavage, 3 h. inhibition, % at 7 µM. 370,000 compounds, 0.62% hits. AID 720582, 2013;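 active = inhibition above a per-campaign cutoff equal to the mean of compounds falling between control-based bounds plus 3 SD, cut at about 20% in these data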;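 also: 0% = DMSO wells while the 100% control is not disclosed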
GC-B act: human GC-B receptor activators, primary screen, HEK293 GC-B cells, cGMP TR-FRET, EC30 CNP. Atrial natriuretic peptide receptor 2 (Homo sapiens), P20594. 0% at EC30 CNP, 100% saturating CNP. activation, % at 10 µM. 370,000 compounds, 0.11% hits;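 active = activation at 10 µM reaching about 35% in either raw or pattern-adjusted values, limit read from the data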
DAX1 inh-1: DAX1 (NR0B1) inhibitors on StAR promoter, primary screen, cell-based, luminescence, SF-1 (NR5A1), full-length DAX-1 | 370,000 compounds, 1.1% hits | inhibition, % at 6.8 µM | AID 652010, 2013 | HEK293T StAR-luciferase reporter, SF-1/DAX-1 repression relief;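 active = inhibition above the mean over all tested compounds plus 3 SD, cut at about 3.6% in these data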;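 also: 0% = DAX-1 cells with DMSO and 100% = cells lacking DAX-1 with DMSO; higher inhibition means more luminescence from relief of DAX-1 repression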
DAX1 inh-2: DAX1 (NR0B1) inhibitors, primary screen, cell-based, HEK293, Gal4-DAX1, luciferase luminescence | Nuclear receptor subfamily 0 group B member 1 (Homo sapiens), P51843 | HEK293 Gal4-DAX1 luciferase reporter | inhibition, % at 6.75 µM | 340,000 compounds, 0.99% hits | AID 504766, 2011;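 active = inhibition above the mean over all tested compounds plus 3 SD, cut at about 4.2% in these data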;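 also: 0% = DAX1-transfected cells with DMSO and 100% = empty-vector control cells with DMSO; inhibition shows as a rise in luminescence from relieved DAX1 repression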
Target sequence (P51843 207-470 limits assumed): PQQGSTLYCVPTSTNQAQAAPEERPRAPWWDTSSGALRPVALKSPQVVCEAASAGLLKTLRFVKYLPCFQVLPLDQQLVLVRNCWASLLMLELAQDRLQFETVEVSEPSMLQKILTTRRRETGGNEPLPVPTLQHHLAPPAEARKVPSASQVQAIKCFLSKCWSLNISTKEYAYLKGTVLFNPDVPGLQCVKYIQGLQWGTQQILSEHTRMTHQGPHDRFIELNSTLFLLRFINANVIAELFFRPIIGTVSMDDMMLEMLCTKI
NPR1 activator: GC-A stimulated cGMP production enhancers – HEK293 GC-A cells, cGMP TR-FRET, EC30 ANP, primary screen. activation, % at 10 µM. Atrial natriuretic peptide receptor 1 (Homo sapiens), P16066. 370,000 compounds, 0.14% hits. 0% at EC30 ANP, 100% saturating ANP; in the data active = activation above about 40%
SMARCA2 activ: SMARCA2 (BRM) function activators, primary screen, cell-based, luminescence, high throughput. MG213 cells, MMTV-luciferase reporter, dexamethasone, overnight. activation, % at 9.1 µM. 370,000 compounds, 1% hits; in the data active = activation above about 7.8%;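 also: 0% = vehicle wells and 100% = reference activator wells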
hcDAF-12 act: H. contortus DAF-12 nuclear receptor activators, primary screen, cell-based, luminescence, HEK293, lit1-tk-luc reporter. activation, % at 6.8 µM. HEK293 hcDAF-12 lit1-tk-luc reporter; 0% DMSO, 100% Δ7-dafachronic acid. 370,000 compounds, 1.4% hits;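 active = activation above the mean of all tested compounds plus 3 SD, cut at about 5.5% in these data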;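 also: 100% = response to 3 µM Δ7-dafachronic acid high control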
ssDAF-12 act: S. stercoralis DAF-12 nuclear receptor activators, primary screen, cell-based, luminescence, HEK293, GRIP1 co-expression, lit1-tk-luc. AID 652126, 2013. HEK293 ssDAF-12/GRIP1 lit1-tk-luc reporter; % of 3 µM dafachronic acid response. activation, % at 6.8 µM. 370,000 compounds, 1% hits;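 active = activation above the mean over all tested compounds plus 3 SD, cut at about 0.9% in these data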;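 also: 0% = DMSO-only wells and 100% = 3 µM delta7-dafachronic acid wells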
hgDAF12 agonist: H. glycines DAF-12 receptor agonists, primary screen, cell-based, luminescence, HEK293, GAL4 fusion, UAS-luciferase. activation, % at 6.8 µM. Nuclear hormone receptor DAF-12 (Heterodera glycines), GAL4 fusion. HEK293 GAL4-hgDAF12 UAS-luciferase reporter, agonist luminescence; normalized to butyrate control. 370,000 compounds, 1.8% hits. AID 687014, 2013;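 active = activation above a cutoff set at the mean of all screened compounds plus 3 SD, cut at about 10% in these data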;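 also: 0% = DMSO wells and 100% = sodium butyrate wells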
GAA850 FXN act: FXN promoter activators, primary screen, cell-based, luciferase luminescence, HEK293 lucGAA850. HEK293 lucGAA850 FXN promoter luciferase reporter, 24 h; percent of 10 µM SAHA response. activation, % at 6 µM. 360,000 compounds, 0.56% hits. AID 540364, 2011;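 active = activation above the average of all compounds screened plus 3 SD, cutoff fixed separately per campaign, cut at about 7.5% in these data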;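 also: 0% = DMSO wells and 100% = 10 µM SAHA wells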
HGIII-sPLA2 inh: human group III sPLA2 inhibitors, primary screen, biochemical, QFRET, BODIPY PC-A2 liposome substrate | Group 3 secretory phospholipase A2 (Homo sapiens), Q9NZ20 | QFRET BODIPY PC-A2 liposome hydrolysis, fluorescence | inhibition, % at 12.2 µM | 370,000 compounds, 0.56% hits;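 active = inhibition above mean plus 3 SD of compounds lying within the high and low control bounds, cut at about 19% in these data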;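 also: 0% = median of test compound wells and 100% = no enzyme DMSO wells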
Target sequence (Q9NZ20 whole entry, looked up): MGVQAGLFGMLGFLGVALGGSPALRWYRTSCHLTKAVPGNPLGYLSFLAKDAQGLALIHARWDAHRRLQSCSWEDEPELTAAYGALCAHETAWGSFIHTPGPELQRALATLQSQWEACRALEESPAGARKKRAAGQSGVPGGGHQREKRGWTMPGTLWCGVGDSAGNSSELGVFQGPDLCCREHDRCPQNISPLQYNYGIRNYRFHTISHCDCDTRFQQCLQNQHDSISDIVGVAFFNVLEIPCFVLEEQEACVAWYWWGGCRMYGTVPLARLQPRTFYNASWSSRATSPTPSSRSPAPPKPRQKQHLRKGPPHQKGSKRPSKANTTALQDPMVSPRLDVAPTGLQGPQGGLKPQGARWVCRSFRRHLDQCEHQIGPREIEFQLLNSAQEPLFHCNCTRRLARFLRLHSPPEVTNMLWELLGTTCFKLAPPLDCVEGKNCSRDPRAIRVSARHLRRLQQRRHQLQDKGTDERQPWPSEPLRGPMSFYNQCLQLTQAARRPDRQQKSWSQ
* marks the source's active call; other numbers are inactive results; . = not tested or not shown. Compounds as they come; any-hit rate near 6.6%.

SMILES	ADAM10 inh	GC-B act	DAX1 inh-1	DAX1 inh-2	NPR1 activator	SMARCA2 activ	hcDAF-12 act	ssDAF-12 act	hgDAF12 agonist	GAA850 FXN act	HGIII-sPLA2 inh
N#CN(Cc1ccccc1)Cc1ccccc1	-8	-3	-1.5	-0.9	0	-2	1.1	-1.4	3.8	-0.2	4
COc1ccc(N(Cc2cc3cc(OC)ccc3[nH]c2=O)C(=O)c2cccnc2)cc1	-31	-4	-0.1	-0.4	-2	1	0.3	-1.3	-2.7	-1.9	0
O=C(CN1CCN(c2ccccn2)CC1)Nc1ccc(Cl)c(C(F)(F)F)c1	5	1	-0.8	-0.5	-2	1	0.3	-0.9	1.8	-1.3	-2
O=C(/C=C/c1ccccc1)NCC(=O)N/N=C/c1ccccc1[N+](=O)[O-]	-1	2	0.2	-0.4	-2	4	-0.8	-1.1	-2.4	4.2	-3
CCOC(=O)c1ccc(N2C(=O)c3n[nH]c(C)c3C2c2cccnc2)cc1 (stereo unspecified)	2	-1	-0.7	-1.4	10	-2	-0.1	-1.1	0.1	-0.3	-5
O=C(O)CCc1ccc(-c2cccs2)n1NC(=O)c1cccs1	-2	2	-0.1	4.5*	-3	-3	-0.9	-1.5	-3.8	0.9	-4
COc1cccc(C(=O)NCc2nnc(SCC(=O)Nc3nccs3)n2-c2cccc(C)c2)c1	8	-2	0.3	-1.4	-6	0	-0.8	0.4	-1.4	-0.2	-6
CSCCC(NS(=O)(=O)c1ccccc1F)C(=O)N1CCCCCC1 (stereo unspecified)	4	-2	0.1	-0.1	1	3	-0.9	-1.3	-0.9	1.0	-1
Cc1ccc(C)c(NC(=O)C(OC(=O)c2ccc(CO)cc2)c2ccccc2)c1 (stereo unspecified)	-2	1	0.6	-2.3	-1	0	-1.3	-0.5	-0.6	-1.0	-5
CCN(CCNC(=O)c1ccc2nc(-c3ccccc3NC(C)=O)c(=O)[nH]c2c1)c1ccccc1	-9	-5	-0.9	0.1	-3	-1	-1.5	-1.2	-1.4	-1.6	-17
CCC[C@@H](OS(N)(=O)=O)[C@@H](Cc1ccccc1)C(=O)OCC	14	-1	-0.5	0.3	-4	0	-1.3	-0.8	0.1	-1.0	3
O=C(NCCCn1ccnc1)c1cc2c(s1)CCCC2	-9	2	-1.2	1.0	0	-1	0.2	-1.1	1.0	0.7	-3
COc1ccc2nc(SCC(=O)N3CCCCCC3)c(C#N)cc2c1	-17	-4	-0.1	-0.3	6	0	1.6	-1.2	2.2	5.1	-2
COc1ccc(NS(=O)(=O)NC(=O)c2cn(C)c3ccccc23)cc1	-1	-1	-0.1	-0.2	-2	-4	0.3	-1.0	-0.3	-2.5	7
CCCCN1C[C@H](c2ccc(OC)cc2)[C@@H](CC(=O)Nc2ccc(OC)cc2)C1=O	-18	0	-0.8	0.1	1	-3	-0.5	0.0	2.1	-1.0	10
CC(C)CC(=O)Nc1ccccc1-c1nnn(CC(=O)N2CCc3ccccc3C2)n1	3	0	-1.0	0.5	2	-3	-2.2	-1.4	-1.1	-1.1	-1
COc1ccc(S(=O)(=O)N(C)C2(C)CCS(=O)(=O)C2)cc1OC (stereo unspecified)	-13	0	-0.5	-0.6	-2	-1	-0.5	-1.0	-0.6	-0.8	9
Fc1ccc(CNCC2CCCO2)cc1 (stereo unspecified)	-1	4	0.0	4.3*	3	-2	0.1	-0.6	-1.4	1.9	1
CC(C)c1cc(C(C)C)c(S(=O)(=O)N2CCCC(C(=O)NCc3cccs3)C2)c(C(C)C)c1 (stereo unspecified)	3	-2	-1.9	.	-3	-2	-2.0	-1.7	-2.1	.	-3
C=CCC(=O)NC(C)c1cnn(-c2ccccc2C)c1C (stereo unspecified)	-46	4	-0.5	0.9	-1	4	3.1	1.0*	2.4	-2.1	2
COc1ccc(CN(C)CC(=O)Nc2cccc(S(=O)(=O)N3CCCC3)c2)cc1F	-3	2	-1.7	-1.0	2	-3	-1.5	-1.5	-0.9	0.4	-17
O=C(C1CCCC1)N1CCCC(Nc2ccccc2)C1 (stereo unspecified)	4	-2	2.3	-0.2	2	-3	0.8	-0.7	-0.1	0.6	0
CCC(C)[C@H](NC(=O)NCCCc1ccccc1)C(=O)OC (stereo partly specified)	0	2	-0.4	0.1	3	-4	-0.6	-1.3	1.9	1.9	0
COc1cccc(C(C(=O)NC2CCCCC2)N(C(=O)c2csnn2)C2CC2)c1 (stereo unspecified)	3	-7	0.0	-0.7	-9	-3	0.0	-1.2	0.2	0.0	-1
CC(=O)c1sc2nc(SCC(=O)NCCc3ccccc3)[nH]c(=O)c2c1C	-203	0	-1.7	0.4	9	-1	1.4	0.7	4.0	5.0	-12
Cc1cc2nnc(SCC(=O)N3CCN(c4ccccc4)CC3)n2c(N)n1	1	-4	0.4	-0.8	0	-3	-2.5	-1.2	4.4	-2.1	3
CN1C(=O)NC2C1N(S(C)(=O)=O)CCN2S(C)(=O)=O (stereo unspecified)	-3	2	0.1	2.4	1	-1	-0.3	-1.3	2.9	-1.8	2
CCCN(Cc1ccccc1)C(=S)Nc1ccc(SC(F)F)cc1	1	0	-0.3	-1.1	-1	1	-0.7	-2.0	0.5	-0.2	-5
CCOc1cc(C2C(C(=O)c3ccc(C)cc3)=C(C(=O)OC)Nc3nnnn32)ccc1O (stereo unspecified)	8	-5	-0.5	2.4	0	-1	-0.5	-0.9	-0.4	-1.4	-17
CC12CCC(c3nnc(SCC(=O)Nc4cccc5ccccc45)nc31)C2(C)C (stereo unspecified)	-5	13	-0.6	0.0	-1	-6	2.2	-0.2	0.0	-1.9	-2
CC(Nc1nc(N2CCNCC2)nc2ccccc12)c1ccccc1 (stereo unspecified)	-292	-9	0.1	-0.9	-21	5	-2.2	-2.4	3.4	0.7	-8
Nc1cc(N)nc(SCc2cc(=O)oc3cc4c(cc23)CCC4)n1	0	-8	-0.2	-0.8	-4	5	-1.8	-0.9	-1.4	2.9	-10
CN(C)S(=O)(=O)N1CCCC(C(=O)c2ccc(-c3ccccc3)cc2)C1 (stereo unspecified)	-10	-7	0.3	4.3*	2	-4	-0.4	-1.6	-1.1	0.9	14
CC(=O)c1cccc(NC(=O)C(OC(=O)c2ccccc2NS(=O)(=O)c2cccs2)c2ccccc2)c1 (stereo unspecified)	21*	5	-0.4	-0.6	-2	-3	-2.2	-1.6	-2.8	0.3	-39
O=C(Nc1ccccc1Cl)c1cccc(NC(=O)C2C3CC4OC(=O)C2C4C3)c1 (stereo unspecified)	2	8	-0.2	1.1	0	-2	-0.2	-1.3	4.8	0.6	-2
O=C(N=Nc1c(O)[nH]c2ccc(Br)cc12)c1ccco1	3	2	-0.3	2.1	-2	0	1.7	-1.4	1.7	2.4	-8
Cc1ccn2cc(CC(=O)O)nc2c1	-17	-6	-0.4	-0.1	2	1	-0.3	-0.9	-1.3	1.1	-1
Cc1ncc(CN2CCN(Cc3ccccc3)C(CCO)C2)s1 (stereo unspecified)	-5	-1	0.6	-0.1	4	1	1.9	-1.4	0.6	-0.6	-3
Cc1ccc(C)c(C(=O)NCc2ccncc2)c1	4	0	0.2	0.1	2	-3	-1.0	-0.4	-1.2	-0.9	-1
CC(=O)c1cccc(OCC(=O)NC2CCCCCC2)c1	-18	-2	0.3	0.3	0	-2	1.2	-0.6	-1.4	1.8	7

Retrieved one by one from above:
SMILES	ADAM10 inh	GC-B act	DAX1 inh-1	DAX1 inh-2	NPR1 activator	SMARCA2 activ	hcDAF-12 act	ssDAF-12 act	hgDAF12 agonist	GAA850 FXN act	HGIII-sPLA2 inh
Cc1ccn2cc(CC(=O)O)nc2c1	-17	-6	-0.4	-0.1	2	1	-0.3	-0.9	-1.3	1.1	-1
O=C(N=Nc1c(O)[nH]c2ccc(Br)cc12)c1ccco1	3	2	-0.3	2.1	-2	0	1.7	-1.4	1.7	2.4	-8

Carrying on:
SMILES	ADAM10 inh	GC-B act	DAX1 inh-1	DAX1 inh-2	NPR1 activator	SMARCA2 activ	hcDAF-12 act	ssDAF-12 act	hgDAF12 agonist	GAA850 FXN act	HGIII-sPLA2 inh
COc1ccc(-c2cc(C(=O)Nc3cccnc3)c3ccccc3n2)cc1OC	-22	8	-0.7	-1.3	5	-2	2.5	-0.4	0.2	-2.4	-14
CC(C)(C)N1CC(c2nc3ccccc3n2Cc2ccccc2)CC1=O (stereo unspecified)	-2	2	-0.7	-0.1	0	0	-0.1	-1.3	-1.0	-1.7	-1
COc1cc(C(=O)N2CCN(c3ccc(C)cc3C)CC2)cc(OC)c1OC	3	1	-3.3	-5.2	-1	1	-3.6	-1.1	-4.5	-4.4	-2
COCCN1CCC(CNCc2cn[nH]c2-c2ccc(C)c(C)c2)C1 (stereo unspecified)	5	-2	0.8	2.0	-7	-3	-0.6	-0.7	-1.3	-0.7	-5
COCCNC(=O)CC(NS(=O)(=O)c1ccc(NC(C)=O)cc1)C(C)C (stereo unspecified)	-3	4	0.1	-1.1	1	0	0.8	-0.7	1.9	-0.1	-7
O=C(NCCN1CCC(n2c(=O)[nH]c3ccccc32)CC1)c1ccc(Cl)cc1	-9	1	0.5	.	-2	-4	-1.2	-1.0	-1.4	.	-4
COc1ccc([N+](=O)[O-])cc1NC(=O)COC(=O)C1CC1	1	-8	0.2	0.8	-1	-2	-0.8	-1.5	2.3	0.7	-1
Cc1ccc(NC(=S)N(CCCN2CCOCC2)Cc2ccco2)cc1C	2	2	0.8	0.1	-1	-3	-1.9	-1.1	-1.2	-2.5	4
COCc1cc(C)n(CC(=O)Nc2ccc(N3CCOCC3)c(Cl)c2)c(=O)c1C#N	-17	7	-0.7	-1.1	8	0	0.1	-0.8	-0.3	-1.9	2
CC(=O)Nc1cccc(NC(=O)C(=O)NCC(c2ccco2)N2CCc3ccccc3C2)c1 (stereo unspecified)	1	-3	-2.0	-1.1	-1	-2	-0.9	-1.0	1.0	-0.8	-19
COc1ccc(-c2nnc(SCC(=O)N3c4ccccc4Sc4ccccc43)o2)cc1	-4	-5	-0.3	-0.8	-8	-7	0.1	-1.2	-1.5	0.3	-4
C=CCn1c(=O)c2ccccc2n2c(SCC(N)=O)nnc12	6	-2	0.8	0.1	3	1	0.5	-1.2	-0.8	1.6	14
COC(=O)c1ccc(CSc2nnnn2-c2ccc(C)cc2C)o1	-5	0	-0.8	-0.6	0	-2	-4.4	-2.1	-2.3	4.3	-8
